High-throughput results: PubChem, National Center for Advancing Translational Sciences (NCATS)
JMJD2E inh: inhibitors of human JMJD2E histone demethylase; JMJD2E catalytic domain, FDH-coupled NADH fluorescence (FDH is formaldehyde dehydrogenase); B2RXH2; AID 2147; actives 1.6% (n = 230,000); Potency, µM (series often up to 57.1 µM), without a hit: at the top dose activity change, negative = inhibition, usual class: inhibitors; active = well fitted inhibition curve with a large enough effect, not every such curve was filed as active; inconclusive = small, poorly fitted or top-dose-only effect, or another doubt; inactive = no such curve, though single readings can be large or run the other way;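 note: 0% = wells with enzyme and -100% = buffer wells without enzyme; nearly all actives have a fitted effect of over 50% in size; many of its hits are not listed in these tables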
Target sequence (B2RXH2 1-337 limits assumed): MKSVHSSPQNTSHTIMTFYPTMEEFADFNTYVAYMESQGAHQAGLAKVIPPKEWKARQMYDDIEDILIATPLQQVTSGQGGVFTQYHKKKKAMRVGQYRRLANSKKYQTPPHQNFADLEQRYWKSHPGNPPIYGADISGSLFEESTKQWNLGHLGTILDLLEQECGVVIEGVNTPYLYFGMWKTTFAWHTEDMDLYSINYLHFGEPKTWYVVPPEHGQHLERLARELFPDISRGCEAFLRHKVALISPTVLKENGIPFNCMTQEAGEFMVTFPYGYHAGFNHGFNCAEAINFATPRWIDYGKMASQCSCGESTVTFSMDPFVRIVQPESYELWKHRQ
aGal spleen mod: inhibits or activates alpha-galactosidase in human spleen homogenate; human spleen homogenate, 4MU-alpha-Gal fluorescence, 40 min; actives 0.008% (n = 240,000); P06280; Potency, µM (titrated, usually from 80 µM), without a hit: at the highest dose activity change, negative = inhibition, hits mostly inhibitors;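 note: 0% = enzyme with vehicle and -100% = no enzyme basal signal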
Target sequence (P06280 32-429 limits assumed): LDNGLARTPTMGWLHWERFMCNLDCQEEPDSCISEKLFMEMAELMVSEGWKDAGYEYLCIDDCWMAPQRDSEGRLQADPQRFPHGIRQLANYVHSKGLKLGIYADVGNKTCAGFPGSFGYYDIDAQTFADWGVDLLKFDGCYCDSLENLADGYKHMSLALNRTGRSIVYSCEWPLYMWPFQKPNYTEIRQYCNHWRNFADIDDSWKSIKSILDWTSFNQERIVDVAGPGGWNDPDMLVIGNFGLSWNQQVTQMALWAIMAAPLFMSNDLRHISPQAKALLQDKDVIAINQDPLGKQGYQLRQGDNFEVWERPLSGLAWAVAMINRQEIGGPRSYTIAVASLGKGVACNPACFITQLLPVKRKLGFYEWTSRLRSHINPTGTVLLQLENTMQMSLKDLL
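qHTS titration in buffer at pH 5.0. Alpha-galactosidase activity in spleen homogenate was measured via 4-methylumbelliferone release from 1 mM fluorogenic substrate after 40 min at 37C and a pH 10 stop. AC50 came from Hill fits of control-normalized data.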
ALDH1A1 inh: ALDH1A1 (human) enzyme inhibition. P00352. Purified ALDH1A1, NADH fluorescence, propionaldehyde substrate. Potency, µM (series often up to 75.3 µM), without a hit: at the top dose activity, negative = inhibition, hits mostly inhibitors. actives 7.3% (n = 220,000). AID 1030; active = well fitted inhibition curve with a large enough effect, not every such curve was filed as active; inconclusive = small, poorly fitted or top-dose-only effect, or another doubt; inactive = no such curve, though single readings can be large or run the other way;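 note: plate controls were no enzyme wells and a reference inhibitor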
GAA inh: inhibitors of human lysosomal alpha-glucosidase. actives 0.005% (n = 200,000). AID 1466. Potency, µM (highest dose often 76.9 µM), inactives show at the highest dose activity change, negative = inhibition, hits mostly inhibitors. P10253. purified human GAA, 4-MU-alpha-glucoside fluorescence;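 note: plate controls were uninhibited enzyme wells for no effect and no-enzyme background for full effect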
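Endpoint fluorogenic read: 20 min room-temperature reaction of 4 nM human alpha-glucosidase with 400 uM 4-methylumbelliferyl-alpha-D-pyranoside, pH 5.0, quenched with 1M NaOH/1M glycine pH 10. AC50 from Hill modeling.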
aGlu spleen mod: lysosomal alpha-glucosidase (human) modulation. actives 0.006% (n = 240,000). AID 2112. Potency, µM (series often up to 79.9 µM), for inactives: at the top dose activity change, negative = inhibition, most hits filed as inhibitors. human spleen homogenate, 4-MU-alpha-glucoside fluorescence. P10253;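 note: 0% = enzyme with vehicle and -100% = no enzyme basal signal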
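Human spleen homogenate (1 ug) incubated with compounds and 1 mM 4-methylumbelliferyl-alpha-D-glucopyranoside in pH 5.0 citrate/phosphate buffer, 37 C, 40 min. Stopped at pH 10; 4-MU fluorescence (Ex 365/Em 440 nm); AC50 by Hill fit.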
GAA glycogen: alters human alpha-glucosidase cleavage of glycogen; P10253; recombinant GAA, glycogen substrate, Amplex Red glucose oxidase fluorescence; Potency, µM (highest dose often 76.4 µM), for the others: at the top dose activity change, negative = inhibition, hits mostly inhibitors; actives 0.38% (n = 300,000); AID 2100;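 note: 0% = full enzyme reaction and -100% = no-enzyme basal signal; the screen sought inhibitors and activators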
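Recombinant human alpha-glucosidase (4 nM final) hydrolysed bovine liver glycogen (30 ug) for 40 min at 37 C in pH 5.0 citrate/phosphate with 0.01% Tween-20. Released glucose detected by glucose oxidase/Amplex Red, Ex 573/Em 610 nm. Compounds up to 77 uM; AC50 from Hill fits.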
RGS12 GoLoco inh: blocks human Gai1 binding to RGS12 GoLoco peptide, red readout. AID 880. actives 0.44% (n = 230,000). Gai1:RGS12 GoLoco peptide FP, rhodamine, 10 min. Potency, µM (top dose mostly 61.6 µM), for the others: at the highest dose activity, negative = inhibition, usual class: inhibitors; active = well fitted inhibition curve with a large enough effect, not every such curve was filed as active; inactive = no such curve, though single readings can be large or run the other way; note: % is set by controls: 0 for no effect and ±100 for the full control effect; nearly all actives have a fitted effect of over 30% in size; many of its hits are not listed in these tables
SMN2 splice enh: increases expression of the SMN2 splice variant; HEK293 SMN2-luciferase splicing reporter, luminescence, 30-36 h; Potency, µM (highest dose often 46.1 µM), without a hit: at the highest dose activity change, positive = activation, actives largely listed as activators; actives 2.8% (n = 210,000); note: % of control where 0% means no effect; nearly all actives have a fitted effect of over 55% in size
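HEK293 cells carry an SMN2 minigene-luciferase reporter in which exon 7 inclusion puts luciferase in frame. Cells were seeded at 2000 cells/well, attached for 10-12 hours, then exposed to compounds for 30-36 hours at 37C before ONE-Glo luminescence.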
* marks the source's active call; other numbers are inactive results; ? = inconclusive; · = not tested or not shown; [ ] = dose if it differs, or a comment. Unless noted, calls come from the whole dose curve; as a rule, active = well fitted curve in the direction sought with a large enough effect; inconclusive = small, poorly fitted or top-dose-only effect, or another doubt; inactive = no such curve, though single readings can be large; an effect the other way counts as inactive or inconclusive. Potency is the fitted concentration of half-maximal effect. These rows are one share of the data, so the mix of outcomes need not match the whole.

SMILES	JMJD2E inh	aGal spleen mod	ALDH1A1 inh	GAA inh	aGlu spleen mod	GAA glycogen	RGS12 GoLoco inh	SMN2 splice enh
CCN(CCCNC(=O)CCNC(=O)Cn1cnc2ccccc2c1=O)c1ccccc1	-24%	5%	?	-8%	-5%	10%	·	·
COCCOC(=O)c1c(C)oc2ccc(NS(=O)(=O)c3ccc(F)cc3)cc12	-3%	2%	·	·	-5%	-6%	4%	·
CC(=O)c1c(C)[nH]c(C(=O)OCC(=O)N2CCc3ccccc32)c1C	-8%	-19%	4%	0%	-11%	?	·	·
NC(=O)CC(NC(=O)Cc1cccc2ccccc12)c1ccc(NCCc2cccc(F)c2)c([N+](=O)[O-])c1 (stereo unspecified)	-21%	6%	·	·	0%	-4%	1%	·
COc1ccccc1N1CCN(CC(O)COc2ccc3c(c2)OCO3)CC1 (stereo unspecified)	-13%	4%	-14%	-1%	-3%	3%	-4%	-2%
O=C(CSc1nnc(-c2ccco2)c(-c2ccco2)n1)c1ccccc1	-11%	1%	-6%	13%	0%	-10%	14%	·
O=S(=O)(Nn1cnnc1)c1ccccc1	4%	5%	4%	-4%	-4%	5%	15%	7%
Cc1cc(=O)oc2c(CN3CCN(C)CC3)c(O)c(Cl)cc12	?	?	?	?	?	2%	-2%	-22%
CCOc1cc(C)ccc1OCc1nnc(SCC(=O)c2cccc([N+](=O)[O-])c2)n1CC	2%	-7%	8%	-5%	1%	12%	-1%	-7%
CC(=O)c1sc(N/N=C2\CC3CCC2(C)C3(C)C)nc1C (stereo unspecified)	6%	-18%	?	7%	-3%	-9%	23%	·
O=C(Nc1ccccc1C(F)(F)F)c1cc2ncc(CCCl)cn2n1	?	0%	?	?	3%	-4%	6%	·
O=C(N/N=C/c1cccnc1)c1ccccc1NS(=O)(=O)c1cccs1	1%	3%	?	-8%	6%	-16%	4%	5%
Cc1ccc(C(=O)NCCSc2snnc2C)cc1	-1%	4%	?	11%	6%	6%	-3%	?
Cc1cc(Br)cn2ccnc12	-6%	-11%	2%	-1%	-2%	16%	23%	-3%
C=CC[n+]1c(-c2ccc(C)cc2)csc1Nc1ccc(NC(C)=O)cc1	-17%	-18%	-2%	3%	-2%	0%	5%	-68%[inhibitor]

Compound profiles (already shown). Screens in order: JMJD2E inh, aGal spleen mod, ALDH1A1 inh, GAA inh, aGlu spleen mod, GAA glycogen, RGS12 GoLoco inh, SMN2 splice enh
Entry for `O=C(Nc1ccccc1C(F)(F)F)c1cc2ncc(CCCl)cn2n1` : ?, 0%, ?, ?, 3%, -4%, 6%, ·
Entry for `Cc1cc(=O)oc2c(CN3CCN(C)CC3)c(O)c(Cl)cc12` : ?, ?, ?, ?, ?, 2%, -2%, -22%

The main list resumes, repeating the 5 entries before the break.
SMILES	JMJD2E inh	aGal spleen mod	ALDH1A1 inh	GAA inh	aGlu spleen mod	GAA glycogen	RGS12 GoLoco inh	SMN2 splice enh
O=C(Nc1ccccc1C(F)(F)F)c1cc2ncc(CCCl)cn2n1	?	0%	?	?	3%	-4%	6%	·
O=C(N/N=C/c1cccnc1)c1ccccc1NS(=O)(=O)c1cccs1	1%	3%	?	-8%	6%	-16%	4%	5%
Cc1ccc(C(=O)NCCSc2snnc2C)cc1	-1%	4%	?	11%	6%	6%	-3%	?
Cc1cc(Br)cn2ccnc12	-6%	-11%	2%	-1%	-2%	16%	23%	-3%
C=CC[n+]1c(-c2ccc(C)cc2)csc1Nc1ccc(NC(C)=O)cc1	-17%	-18%	-2%	3%	-2%	0%	5%	-68%[inhibitor]
COc1cccc(C(=O)COc2ccc3c(C)c(Cc4ccccc4)c(=O)oc3c2)c1	-4%	4%	0.63µM*	-6%	3%	-13%	-5%	-59%[inhibitor]
CCn1cc(C(=O)Nn2cnnc2)c(=O)c2ccc(C)nc21	-2%	-1%	-3%	-2%	-1%	-14%	64%[activator]	5%
Cc1noc(C)c1CSc1nnnn1-c1ccc(Cl)cc1	0%	4%	?	-1%	-8%	2%	7%	-20%
NC(=O)N/N=C/c1cc(Br)ccc1OCC(=O)NCc1ccccc1	7%	15%	2%	?	7%	0%	177%[activator]	·
CNC(=O)c1[nH]cnc1C(=O)Nc1ccc(Cl)cc1	?	-4%	3%	3%[15.4 µM]	7%	2%	7%	·
CCn1c(SCC(=O)N2CCCCC2)nc2c(c1=O)SC(C)C2 (stereo unspecified)	0%	-5%	22µM*	4%	-10%	-6%	9%	0%
Cc1cc(C)nc(SCC(=O)N2CCC(C(N)=O)CC2)n1	1%	-6%	-5%	-7%	-3%	3%	5%	-14%
CCOc1ccccc1N1CC(C(=O)Nc2ccccc2N2CCOCC2)CC1=O (stereo unspecified)	4%	-3%	-7%	-8%	-4%	2%	70%[activator]	1%
CCC(=O)Oc1ccc(C(=O)Nc2ccc([N+](=O)[O-])cc2)cc1	3%	2%	-1%	9%	-12%	-1%	-6%	14µM*
CC1CC(Nc2ccccc2)c2ccccc2N1C(=O)c1ccco1 (stereo unspecified)	1%	7%	·	·	3%	-6%	6%	·
c1ccc(N/N=C(\Cc2nc3ccccc3[nH]2)c2ccccc2)cc1	?	5%	28µM*	1%	-5%	?	-1%	13µM*
CCCSc1nc2c(cnn2-c2ccc(F)cc2)c(=O)[nH]1	?	-2%	-1%	0%	-2%	2%	4%	2%
COc1ccc(-n2ncc3c(NCC4CCCO4)ncnc32)cc1 (stereo unspecified)	?	3%	?	2%	-18%	7%	8%	11µM*
O=C(CN1CCOCC1)Nc1cc(Cl)ccc1Cl	0%	7%	-1%	-11%	3%	1%	-7%	-18%
Cc1cccc(-n2c(CNC(=O)c3ccc(S(=O)(=O)N4CCCC4)cc3)n[nH]c2=S)c1	2%	6%	?	-2%	0%	-10%	-7%	-21%
CC(C)(C)[C@H]1C=C(C(=O)NC2CC2)O[C@@H](OCc2ccc(CO)cc2)C1	3%	-18%	-7%	·	0%	-2%	7%	·
Cc1ccc(CN2C(=O)CCC2C(=O)NCCCN2CCOCC2)cc1 (stereo unspecified)	-2%	6%	3%	-2%	-6%	-19%	8%	14%
CCCN1CC=C2C(C#N)=C(N)C(C#N)(C#N)C(c3cc(OC)ccc3OC)C2C1 (stereo unspecified)	?	16%	?	2%	0%	?	98%[activator]	-4%
CC(C)N(Cc1nc(-c2ccccc2)no1)S(=O)(=O)c1ccccc1	-2%	-16%	-10%	-12%	-4%	8%	5%	-17%
C=CCc1c(C)nc(C)nc1N/N=C/c1ccc([N+](=O)[O-])cc1	-17%	-9%	?	-12%	-11%	-25%	2%	-4%
O=c1cc(Nc2ccc3c(c2)OCCO3)[nH]c(=O)n1-c1ccc(Cl)cc1	0%	8%	6%	-3%	3%	1%	-1%	24%
O=C(CSc1n[nH]c(-c2ccco2)n1)Nc1sc2c(c1C(=O)Nc1ccccc1)CCCC2	-19%	1%	-3%	-7%	-20%	-1%	28%	3%
CCC(C)N(C(=O)Cn1nnc2ccccc21)C(C(=O)NCc1ccco1)c1cccc(OC)c1 (stereo unspecified)	-9%	6%	0%	-6%	1%	-8%	-4%	-5%
CCCCCN(C(=O)NC(=O)Nc1cccc(C)c1C)S(C)(=O)=O	-4%	-1%	?	9%	-1%	-3%	9%	-7%
CC(=O)Nc1ccc(C(=O)OCC(=O)Nc2ccc([N+](=O)[O-])cc2C(F)(F)F)cc1	-6%	4%	0%	1%	1%	1%	-4%	-6%
C/C=C(\C)CN1CCN(c2cccc(C)c2C)CC1	5%	2%	1%	?	-4%	-2%	6%	5%
Cn1cc(C(c2ccccn2)c2cn(C)c3ccccc23)c2ccccc21	-17%	1%	-7%	-6%	-6%	-8%	20%	29%
Cc1cc(=O)[nH]c(SCC(=O)NC(c2ccccc2)c2ccccc2)n1	0%	2%	-2%	8%	-9%	6%	3%	8%
O=C(Nc1cccc2ncccc12)c1ccc(F)cc1	8%	11%	2%	2%	5%	12%	4%	7%
CCNc1nc(NCC)nc(C(=O)Nc2ccccc2)n1	9%	0%	0%	13%	-10%	-2%	48%[activator]	3%
CC1(C)CC(=O)C(N=Nc2ccc(F)cc2)=C(O)C1	-15%	12%	·	·	9%	5%	-8%	·
O=C(C1CCCCC1)N1CCc2ccccc21	5%	1%	0%	3%	3%	1%	6%	-17%
Cc1cc(Cl)c(OCCN2C(=O)NC(C)(C)C2=O)c(Br)c1	-3%	-3%	2%	0%	-5%	9%	6%	-11%
CCCCCCCn1c(=N)n(CC(=O)c2ccco2)c2ccccc21	-6%	-19%	0%	-14%	-3%	6%	-3%	-2%
O=C(COC(=O)c1ccc2c(c1Cl)C(=O)c1ccccc1C2=O)NC1CCCCC1	-13%	7%	-8%	-6%	-1%	11%	-3%	17%
CCn1c(=O)c2c(nc(SCC(=O)NCC3CCCO3)n2C)n(C)c1=O (stereo unspecified)	6%	-12%	4%	-8%	-4%	4%	3%	-10%
CCOc1ccc(C(=O)Nc2c3c(nn2-c2ccc(C)cc2)CS(=O)C3)cc1OCC (stereo unspecified)	3%	3%	-3%	-2%	5%	2%	8%	4%

Pulled by structure from the entries so far, two records:
SMILES	JMJD2E inh	aGal spleen mod	ALDH1A1 inh	GAA inh	aGlu spleen mod	GAA glycogen	RGS12 GoLoco inh	SMN2 splice enh
Cc1cc(Cl)c(OCCN2C(=O)NC(C)(C)C2=O)c(Br)c1	-3%	-3%	2%	0%	-5%	9%	6%	-11%
CC1(C)CC(=O)C(N=Nc2ccc(F)cc2)=C(O)C1	-15%	12%	·	·	9%	5%	-8%	·
